aSyn 5UTR inh: MLPCN primary screen, SNCA 5' untranslated region; alpha-synuclein 5'UTR reporter, inhibitor activity; inhibition, % (tested at 7.5 µM); 300,000 compounds, 0.82% hits; in the data active = inhibition above about 60%; inconclusive = no clear call, values can overlap the other calls;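 note: H4 neuroglioblastoma cells stably carrying SNCA 5'UTR luciferase fusion; 0% = DMSO wells and 100% = positive control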
HSF1 activator: increases HSF-1 driven luciferase reporter signal | AID 504408 | 300,000 compounds, 1.7% hits | activation, % at 9 µM | NIH3T3-HGL HSF-1 luciferase reporter, MG132, 8 h; 100% = twice DMSO control signal;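 active = mean replicate activation of at least 50% with a set share of replicates each reaching 50%; inconclusive = only one of those two conditions met; inactive = mean below 50% and too few replicates reaching it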;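 note: 0% = median of the neutral control wells and 100% = twice that signal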
IEC-6 tox: IEC-6 cytotoxicity, counter-screen for KLF5 inhibitors. inhibition, % at 5 µM. 290,000 compounds, 0.78% hits. luminescence viability; in the data active = inhibition above about 22%;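 note: 0% = plate median of test compound wells and 100% = cytotoxic reference compound wells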
SKKanGAS inh: blocks kanamycin growth of S. pyogenes SKKanGAS strain; BacTiter-Glo, 6 h; inhibition, % at 7.5 µM; 300,000 compounds, 1.3% hits;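 active = mean replicate score, as percent of positive control median, at least 50; inconclusive = mean below 50 but one replicate at or above 50; inactive = mean and every replicate below 50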;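 note: strain carries kanamycin resistance gene driven by streptokinase promoter and grows in 40 µg/ml kanamycin; loss of luminescence reflects streptokinase promoter inhibition or plain growth inhibition; 0% = median of DMSO wells and 100% = positive control at its reference dose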
AI-2 QS modul: Vibrio harveyi AI-2 quorum sensing modulation; Vibrio harveyi JMH597 AI-2 luminescence/OD600 ratio, 9 h; active compounds read low; strain lacks LuxN and CqsS sensors; 0 = neutral-control median; AID 2094; activity change, % at 7.5 µM; 300,000 compounds, 0.4% hits; in the data active = activity change below about -75%, passing the limit was not always enough; inconclusive = no clear call, values can overlap the other calls;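 note: luminescence divided by OD600 gain over 9 h not by final OD600 alone; inactives centre near 13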
KLF5 inh: inhibitors of KLF5 expression | DLD-1 KLF5 promoter-luciferase reporter, luminescence | inhibition, % at 5 µM | 290,000 compounds, 0.23% hits;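 active = inhibition above a per-plate limit of that plate's mean compound inhibition plus 3 SD, cut at about 60% in these data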;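 note: 0% = DMSO wells and 100% = LY294002 at 200 µM; higher means less KLF5 promoter-driven luciferase light; inactives centre near -14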
HSP90 inh: inhibitors of HSP90 luciferase refolding in rabbit reticulocyte lysate | luciferase refolding luminescence, 3 h | inhibition, % at 5.6 µM | 290,000 compounds, 0.91% hits;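 active = inhibition above the screen-wide mean plus 3 SD, computed separately per campaign, cut at about 16% in these data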;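 note: 0% = DMSO wells and 100% = 60 µM geldanamycin wells; inhibitors lower the luminescence because luciferase stays unfolded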
Platelet DG rel: modulates dense granule release in human platelets. human platelet-rich plasma, SFLLRN dense granule ATP release, luminescence. inhibition, %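 (compounds screened at 7.5 µM in platelet-rich plasma)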. 300,000 compounds, 0.22% hits. AID 1663;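 active = mean replicate score, as percent of positive control, at or above 50; inconclusive = mean below 50 but at least one replicate at or above 50; inactive = mean and every replicate below 50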
HSF1 inhib: HSF1 inhibition; NIH3T3-HGL HSE-luciferase, MG132-induced, luminescence 8 h; active compounds read low; activity change, negative = inhibition, % at 7.5 µM (by protocol); 300,000 compounds, 0.77% hits; AID 2098;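 active = more than half of replicate wells show activity change below -50%, luminescence cut by over half; inconclusive = some wells, but at most half, below -50%; inactive = no replicate well below -50%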;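 note: luciferase reports HSF-1 transcriptional activity via heat shock element; 0% = median of DMSO wells and -100% = zero luminescence signal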
HIF act: HIF pathway transcriptional activation; U2OS HRE-luciferase reporter, luminescence; normalized: DMSO 0%, desferrioxamine 100%; 300,000 compounds, 0.32% hits; activation, % at 7.5 µM (by protocol); AID 1910;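 active = mean activation of at least 10% of the iron chelator positive control signal, with at least half of replicates also reaching 10%; inconclusive = mean and replicate majority disagree about reaching 10%; inactive = mean and most replicates under 10%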
Numbers without * were called inactive; ? = inconclusive; . = no result given.

SMILES	aSyn 5UTR inh	HSF1 activator	IEC-6 tox	SKKanGAS inh	AI-2 QS modul	KLF5 inh	HSP90 inh	Platelet DG rel	HSF1 inhib	HIF act
COc1ccc(C2N(c3ccc(OC)cc3)C(=O)C3CCCN32)cc1 (stereo unspecified)	-19	10	-1	-1	0	-38	-1	1	2	0.5
COc1ccc(NC(=O)c2cc(-c3cc(C)ccc3O)n[nH]2)cc1Cl	-72	4	8	-3	8	-13	0	-1	13	0.5
Cc1ccn2c(=O)nc(SCC(=O)c3ccccc3)nc2c1	-76	12	.	-6	32	.	.	-2	17	2.9
COc1cccc(/C=C/c2ccncc2)c1OC	-33	-15	4	-3	13	-30	3	0	8	0.3
COc1ccc(S(=O)(=O)N2CCOCC2)cc1C(=O)NC1CCCCC1	6	0	-13	4	21	-23	-7	-11	6	-0.5
O=C(NCCCN1CCCC1)c1ccc(CS(=O)(=O)c2ccc(Br)cc2)o1	-16	17	0	-8	5	5	2	7	-1	0.2
COc1ccc(C(=O)N(CC2CCCO2)C(C(=O)NCCC(C)C)c2ccc(C)cc2)cc1OC (stereo unspecified)	15	19	2	-5	10	17	-2	-7	9	0.2
Cc1ccc(NC(=S)NC2CC3CCC(C2)N3Cc2ccco2)cc1C (stereo unspecified)	1	-87	1	-2	11	-25	1	-2	-84*	-0.1
CCC(CNC(=O)c1c(C)nn(-c2ccccc2)c1Cl)c1ccccc1 (stereo unspecified)	-4	9	-5	-1	33	-14	-1	17	4	0.3
O=C(CC(=O)N/N=C/c1c(Cl)cccc1Cl)NCc1cccnc1	-4	-16	2	-6	23	-14	-7	-8	3	0.3
COc1cccc(CCc2nnc(CCC(=O)NC(C)Cc3cccs3)o2)c1 (stereo unspecified)	-12	-5	-1	9	11	-9	-1	0	4	-0.4
COc1ccccc1C(=O)COC(=O)c1nc(Cl)ccc1Cl	-15	0	.	1	14	.	.	-17	1	0.2
COc1ccc(C2(CNC(=O)C(=O)Nc3ccc(C)cc3)CCOCC2)cc1	-7	3	0	-3	23	2	-3	-1	-4	0.4
NC(=O)c1ccc(NC(=O)CN2CCN(c3ccccc3)CC2)cc1	-5	0	0	-1	31	-46	-2	4	-5	0.6
O=C(NCCCN1CCOCC1)c1ccccc1N1C(=O)[C@@H]2Cc3c([nH]c4ccccc34)C(c3ccc(F)cc3)N2C1=O (stereo partly specified)	-22	-1	8	4	20	-5	1	0	-1	-0.3

Gathered by group, the entries above containing a furan ring, fused or not (2)
SMILES	aSyn 5UTR inh	HSF1 activator	IEC-6 tox	SKKanGAS inh	AI-2 QS modul	KLF5 inh	HSP90 inh	Platelet DG rel	HSF1 inhib	HIF act
O=C(NCCCN1CCCC1)c1ccc(CS(=O)(=O)c2ccc(Br)cc2)o1	-16	17	0	-8	5	5	2	7	-1	0.2
Cc1ccc(NC(=S)NC2CC3CCC(C2)N3Cc2ccco2)cc1C (stereo unspecified)	1	-87	1	-2	11	-25	1	-2	-84*	-0.1

Random excerpt: seven records from the list
SMILES	aSyn 5UTR inh	HSF1 activator	IEC-6 tox	SKKanGAS inh	AI-2 QS modul	KLF5 inh	HSP90 inh	Platelet DG rel	HSF1 inhib	HIF act
COc1ccccc1C(=O)COC(=O)c1nc(Cl)ccc1Cl	-15	0	.	1	14	.	.	-17	1	0.2
O=C(NCCCN1CCCC1)c1ccc(CS(=O)(=O)c2ccc(Br)cc2)o1	-16	17	0	-8	5	5	2	7	-1	0.2
O=C(CC(=O)N/N=C/c1c(Cl)cccc1Cl)NCc1cccnc1	-4	-16	2	-6	23	-14	-7	-8	3	0.3
COc1ccc(S(=O)(=O)N2CCOCC2)cc1C(=O)NC1CCCCC1	6	0	-13	4	21	-23	-7	-11	6	-0.5
COc1cccc(CCc2nnc(CCC(=O)NC(C)Cc3cccs3)o2)c1 (stereo unspecified)	-12	-5	-1	9	11	-9	-1	0	4	-0.4
COc1ccc(C2(CNC(=O)C(=O)Nc3ccc(C)cc3)CCOCC2)cc1	-7	3	0	-3	23	2	-3	-1	-4	0.4
NC(=O)c1ccc(NC(=O)CN2CCN(c3ccccc3)CC2)cc1	-5	0	0	-1	31	-46	-2	4	-5	0.6

Continuation.
SMILES	aSyn 5UTR inh	HSF1 activator	IEC-6 tox	SKKanGAS inh	AI-2 QS modul	KLF5 inh	HSP90 inh	Platelet DG rel	HSF1 inhib	HIF act
COc1ccc(S(=O)(=O)Nc2ccc3c(c2)OCO3)cc1C(=O)O	-13	-8	1	15	21	-49	-2	4	-2	-0.1
Cc1cc(C)n(C(=O)CNC(=O)C(c2ccccc2)c2ccccc2)n1	6	-3	-6	-5	21	-23	3	-21	-10	0.0
Cn1nc(C(=O)NNC(=O)C2CSC3(C)CCC(=O)N23)c2ccccc2c1=O (stereo unspecified)	3	-6	.	23	22	.	.	2	2	1.1
Cc1ccc(CNC(=O)CN(Cc2cccs2)C(=O)C2(C)CC(=O)N=C3C=CC=CN32)cc1 (stereo unspecified)	-7	1	-6	0	16	-31	-4	-4	-13	-0.1
C=CCN1C(=O)C(Cc2ccc(SC(F)F)cc2)SC1=Nc1ccc(C(=O)O)cc1 (stereo unspecified)	-18	29	-14	7	15	3	4	0	9	0.3
Cc1ccc(SCCC(=O)N2CCC(C)CC2)cc1	-92	58*	-4	-1	15	-145	3	0	20	4.8
Cc1nnc(SCc2nc3ccccc3nc2C)s1	-5	6	6	-4	18	-50	12	13	-8	-0.4
CCOc1ccc(S(=O)(=O)N2CCOCC2)c2ccccc12	28	6	6	10	-3	-53	-1	-2	5	0.0
Cc1ccccc1/C=C/c1cccc[n+]1C	-7	2	0	-7	-9	-21	2	5	-7	-1.4
COc1ccc(OC)c(C2=NOC(C(=O)Nc3ccccc3SC)C2)c1 (stereo unspecified)	-21	24	2	-5	6	-17	-3	-1	2	0.8
O=C(Cc1ccsc1)NNC(=O)c1ccccc1O	-40	-4	.	2	13	.	.	2	4	2.4
CC1(C(=O)N/N=C/c2ccc3c(c2)OCO3)CC1(Br)Br (stereo unspecified)	-20	4	2	-4	12	-49	-2	-9	2	0.1
Nc1ncnc2nc(SCC(=O)Nc3cccc(C(F)(F)F)c3)[nH]c12	4	5	-1	-3	5	-15	3	10	3	-0.2
COc1ccc(Cl)cc1N1C(=O)CC(Sc2ccccc2N)C1=O (stereo unspecified)	20	2	-1	2	22	-6	3	25	2	-0.1
Cc1nc2n[nH]c(N)c2c2c1CCCC2	20	-2	4	7	12	11	5	13	9	-0.4
CCN(CC)C(=O)CSc1nnc(SCc2ccc(Cl)cc2)s1	5	18	5	-23	8	-4	2	0	10	-0.7
COc1cc(NC(=O)c2c(-c3ccccc3Cl)noc2C)c2ncccc2c1	-2	20	.	3	16	.	.	1	24	0.0
O=C(CSc1nc(O)cc(=O)n1-c1ccccc1)Nc1ccc2c3c(cccc13)CC2	-29	?	3	30	18	-2	2	-6	16	-0.6
COc1ccc(-n2cc(CNCCc3cnc[nH]3)c(-c3cccc(F)c3)n2)cc1	-8	2	-5	5	10	-24	-1	7	3	0.6
CCc1cc(CNC(=O)CC2C(=O)NCCN2CC2CCCCC2)on1 (stereo unspecified)	-9	-11	0	2	7	-6	2	5	-4	-0.1
CC(=O)N(C)c1ccc(NS(=O)(=O)c2cccc3nsnc23)cc1	3	2	2	0	8	-11	-2	3	-1	-0.3
C[n+]1ccccc1/C=C/c1ccc(C#N)cc1	10	2	2	-8	8	-13	3	-9	-6	-1.0
Cn1c(=NC(=O)CS(=O)(=O)c2ccc(F)cc2)sc2ccccc21	-18	-5	.	-7	3	.	.	8	3	0.1
CS(=O)(=O)N1CCN(c2ccccc2NC(=O)c2ccc([N+](=O)[O-])o2)CC1	-123	13	-4	-1	30	9	4	0	10	0.0
O=C(O)c1ccc(/C=N/NC(=O)c2cc(-c3cccs3)nc3ccccc23)cc1	-1	17	6	11	25	-26	-1	14	3	0.0
O=C(NCC(=O)N(Cc1ccccc1)C(C(=O)NCC1CCCO1)c1ccccc1)c1ccco1 (stereo unspecified)	3	-6	1	-4	23	-11	6	13	-6	-0.6
O=C(CN1CCOCC1)Nc1ccc(-c2nc3ccccc3[nH]2)cc1	-111	56*	4	-2	18	-163	6	-6	30	2.3
COC(=O)CSc1nnc(Cc2ccccc2)n1-c1ccc(C)cc1	-25	-20	3	2	17	-24	0	0	-7	1.8
COCCN(C(=O)CSc1nc2ccccc2c(=O)n1CC(C)C)c1c(N)n(Cc2ccccc2)c(=O)[nH]c1=O	-6	20	-3	3	13	-9	-3	14	9	-0.4
CSC1=NS(=O)(=O)c2c(C)nn(C)c2S1	-16	3	-7	-14	27	2	11	-9	-5	0.3
CCOc1ccc2nc(NC(=O)C(CC)Sc3nc(C)cc(=O)[nH]3)sc2c1 (stereo unspecified)	-41	4	-4	-1	5	-67	-3	-4	4	1.9
O=C(Cn1c(-c2cscn2)nc2ccccc21)Nc1ccc2ccccc2c1	-13	18	4	-1	19	-31	3	2	14	0.0
CCOC(=O)/C=c1\s/c(=C(\C#N)C(=O)OCC)n(-c2ccccc2)c1=O	0	-6	-5	3	7	-5	2	5	-5	0.0
c1ccc2[nH]c(SCCN3CCOCC3)nc2c1	-78	1	9	15	22	-54	-3	-8	4	1.0
CCCOC(=O)c1cc2ccccc2oc1=O	-53	.	3	-3	12	-36	11	-3	.	0.5
CCOc1ccccc1N(CC(=O)Nc1cc(OC)ccc1OC)S(C)(=O)=O	-3	-6	1	11	0	-22	3	4	0	-0.2
CCCc1ccc2oc(C(=O)N3CCC(C(N)=O)(N4CCCCC4)CC3)c(C)c2c1	4	-13	1	7	7	-24	-1	6	-4	0.3
O=C(/C=C/c1ccccc1)C1=C(O)C(=O)N(CCO)C1c1ccccc1[N+](=O)[O-] (stereo unspecified)	-62	17	-1	-4	24	-18	-2	1	5	0.4
COCC1CCN(Cc2cn(Cc3ccccc3)nc2-c2cc3ccccc3o2)CC1	-15	16	19	-1	4	-42	7	-8	6	-0.6
CN1C(=O)CSc2ccc(NC(=O)Nc3ccccn3)cc21	-116	22	-17	8	25	-38	2	7	29	2.7
COc1ccc(Nc2nnc(C)c(=O)[nH]2)c(OC)c1	1	-10	2	-9	32	-18	-2	-11	-4	-0.3
Nc1nnc(SCC(=O)Nc2cccnc2Cl)s1	-8	-4	.	15	580	.	.	-3	-3	-50
O=C(Cc1cccs1)NCCc1ccc(F)cc1	-18	-51	1	2	13	-7	0	-6	-37	0.8
COc1ccc(CNC(=O)COC(=O)c2ccc3c(c2)OCCO3)cc1	-24	-3	-4	-3	18	-14	0	-9	-3	-0.1

Bioassay records as filed in PubChem.
